rCAG binder: binds r(CAG) RNA repeats. 370,000 compounds, 1.3% hits. r(CAG) RNA repeat, TO-PRO-1 dye displacement fluorescence. inhibition, % at 3 µM;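 active = inhibition above the plate cutoff, the mean of all test compounds on that plate plus 3 SD, cut at about 35% in these data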;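 also: 0% = DMSO alone and 100% = 100 µM mitoxantrone as full dye displacement; higher means more dye released from RNA so lower well fluorescence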
GC-A act: GC-A (human) enzyme activation; activation, % at 10 µM; 370,000 compounds, 0.14% hits; P16066; AID 1671463; HEK293 GC-A cells, cGMP TR-FRET, EC30 ANP; 0% at EC30 ANP, 100% saturating ANP; in the data active = activation above about 40%
MBD2 DNA inh: blocks human MBD2 binding to methylated DNA | Q9UBB5 | TR-FRET, MBD2 binding to methylated oligonucleotide | inhibition, % at 4.4 µM | 370,000 compounds, 0.31% hits; in the data active = inhibition above about 13%
mABHD4 FP: ABHD4 (mouse) inhibition, primary FP screen | Q8VD66 | AID 720543 | 370,000 compounds, 0.54% hits | inhibition, % at 8.92 µM | purified mABHD4, FP-Rh probe fluorescence polarization;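 active = inhibition exceeding the mean over every tested compound plus 3 SD, cut at about 30% in these data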;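 also: 0% = plate median of compound wells and 100% = S159A mutant with DMSO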
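Assay system: Wild-type mouse ABHD4 protein | Medium: HEPES pH 7.0 buffer, 150 mM NaCl, 0.01% Pluronic F-127 | Incubation: Enzyme–compound pre-incubation 45 min, then probe 60 min, both 25 °C | Technique: Fluorescence polarization with parallel and perpendicular emission, 525/598 nm | Evaluation: % inhibition of FP-Rh probe binding versus controls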
SIAE inh: human SIAE inhibition, primary screen; SIAE FP-Rh probe binding, fluorescence polarization; inhibition, % at 9.66 µM; 370,000 compounds, 0.69% hits;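 active = inhibition above a cutoff: mean of compounds within the control limits plus 3 SD of those, cut at about 17% in these data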;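 also: 0% = plate median of compound wells and 100% = probe without SIAE protein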
UHRF1 binding: blocks human UHRF1 binding to methylated DNA; Q96T88; UHRF1 binding to methylated oligo, TR-FRET; inhibition, % at 4.4 µM; 370,000 compounds, 0.75% hits; in the data active = inhibition above about 21%;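 also: UHRF1 SRA domain binding a hemimethylated CpG hairpin DNA probe; 0% = median of test compound wells and 100% = reference inhibitor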
TCR CD3 inh: human TCR-CD3 binding inhibition; 360,000 compounds, 0.37% hits; inhibition, % at 9.4 µM; TAMRA-labeled TCR probe fluorescence, biochemical; AID 651800; in the data active = inhibition above about 19%;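 also: recombinant mutant TCR 2C K166C tagged with TAMRA read by polarization; 0% = receptor in buffer alone and 100% = receptor with positive control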
PRMT1 inh: blocks human protein arginine methyltransferase 1 | inhibition, % at 2.79 µM | recombinant PRMT1, activity-based probe fluorescence polarization | 370,000 compounds, 1.3% hits;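 active = inhibition above about 21% made by adding two undisclosed values, limit read from the data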
HTRA1 inhibitor: inhibitors of human serine peptidase HTRA1; Q92743; recombinant HTRA1, FP-rhodamine activity-based probe, fluorescence polarization; inhibition, % at 5.96 µM; 340,000 compounds, 0.5% hits; AID 504803; in the data active = inhibition above about 36%;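 also: 0% = enzyme with DMSO and 100% = wells lacking enzyme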
GC-B act: GC-B (human) receptor activation | HEK293-GC-B cells, CNP EC30, cGMP TR-FRET; 0% at EC30 CNP, 100% saturating CNP | P20594 | 370,000 compounds, 0.11% hits | activation, % at 10 µM;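 active = activation at 10 µM reaching about 35% in either raw or pattern-adjusted values, limit read from the data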
Target sequence (P20594 whole entry, looked up): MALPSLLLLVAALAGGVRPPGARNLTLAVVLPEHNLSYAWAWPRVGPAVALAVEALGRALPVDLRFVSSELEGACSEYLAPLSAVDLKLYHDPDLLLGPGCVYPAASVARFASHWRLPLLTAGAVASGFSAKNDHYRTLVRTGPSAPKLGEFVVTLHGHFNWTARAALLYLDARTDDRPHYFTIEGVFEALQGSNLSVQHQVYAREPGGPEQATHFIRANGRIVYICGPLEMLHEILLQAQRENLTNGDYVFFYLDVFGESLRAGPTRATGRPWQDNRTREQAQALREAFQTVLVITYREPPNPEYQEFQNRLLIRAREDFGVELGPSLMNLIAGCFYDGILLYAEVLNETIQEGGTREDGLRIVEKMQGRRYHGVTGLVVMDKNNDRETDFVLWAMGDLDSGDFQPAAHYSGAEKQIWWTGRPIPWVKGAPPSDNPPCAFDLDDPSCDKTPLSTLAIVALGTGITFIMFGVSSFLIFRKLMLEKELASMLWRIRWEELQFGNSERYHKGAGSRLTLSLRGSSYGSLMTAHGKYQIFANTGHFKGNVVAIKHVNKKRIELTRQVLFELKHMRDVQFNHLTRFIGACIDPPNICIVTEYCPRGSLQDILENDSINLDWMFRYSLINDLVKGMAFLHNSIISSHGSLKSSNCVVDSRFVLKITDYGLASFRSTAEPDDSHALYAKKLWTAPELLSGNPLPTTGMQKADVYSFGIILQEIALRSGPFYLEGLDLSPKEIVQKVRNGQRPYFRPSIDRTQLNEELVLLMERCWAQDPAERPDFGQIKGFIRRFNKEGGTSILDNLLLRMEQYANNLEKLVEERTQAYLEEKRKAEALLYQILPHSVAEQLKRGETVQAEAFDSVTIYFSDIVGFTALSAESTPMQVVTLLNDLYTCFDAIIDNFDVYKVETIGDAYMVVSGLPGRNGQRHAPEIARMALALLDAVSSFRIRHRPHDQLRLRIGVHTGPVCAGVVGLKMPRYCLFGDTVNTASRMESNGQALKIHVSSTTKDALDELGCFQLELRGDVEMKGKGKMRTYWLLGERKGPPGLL
Active calls of the source: *; nt = no result given. A portion of the library (hit frequency here may not be typical).

SMILES	rCAG binder	GC-A act	MBD2 DNA inh	mABHD4 FP	SIAE inh	UHRF1 binding	TCR CD3 inh	PRMT1 inh	HTRA1 inhibitor	GC-B act
CC1(C(=O)NS(=O)(=O)c2cccc(Cl)c2)CCN1C(=O)CCc1cccs1 (centres undefined)	5	3	2	5	-1	3	-9	6	nt	5
Cc1nc(N)c(C#N)c(-c2ccccc2)c1C	-1	2	3	-3	3	1	2	-2	-1	-3
COC(=O)[C@@]12CCCCN1[C@H](c1ccc(-c3ccc(C(C)=O)cc3)cc1)[C@H]1C(=O)N(C)C(=O)[C@H]12	0	3	-3	-1	-1	1	3	-1	7	0
CC1CC(C)CN(c2ncnc3c2cnn3Cc2ccc(Cl)cc2)C1 (centres undefined)	0	-2	3	-1	-6	0	3	0	-34	-1
O=C1/C(=C/C=C/c2ccccc2)Oc2c1ccc(O)c2CN1CCN(CCO)CC1	-21	3	5	4	-11	9	-13	21*	4	1
Cc1ccccc1NC(=O)C1CCN(c2cc(-c3ccccc3)nc3ncnn23)CC1	0	0	4	-1	-1	-1	-5	2	4	5
CC1CN(C(=O)COC(=O)/C=C/c2cccc([N+](=O)[O-])c2)CC(C)O1 (centres undefined)	5	2	7	-10	2	4	-4	7	9	2
O=C(NC1CCCC1)C1CC(=O)N(c2ccc(F)cc2)C1 (centres undefined)	3	7	4	-7	-3	9	-2	8	-2	2
CC(OC(=O)Cc1ccc(F)cc1)C(=O)N1CCc2ccccc21 (centres undefined)	-5	4	3	-6	0	-1	1	-2	-3	-2
COc1ccc(C(=O)Nc2ccccc2C(=O)Nc2ccccn2)cc1	-3	1	2	1	-4	-1	0	-4	-23	-2
CC(C)c1nnc(NC(=O)C2CC(=O)N(CCc3ccc(F)cc3)C2)s1 (centres undefined)	-1	-3	1	7	-5	0	10	2	1	1
O=C(COc1ccc(Cl)cc1)Nc1ncccn1	1	-2	0	2	-6	0	4	-3	5	0
O=C1c2cccc3c(O)ccc(c23)C(=O)N1Cc1ccco1	-77	0	-22	49*	20*	-41	41*	158*	44*	-8
O=C(NC1CC1)C1=C[C@H](c2ccc(C(F)(F)F)cc2)C[C@H](OCCCCO)O1	-8	2	2	-1	4	-2	-1	-6	-3	-5
Cc1ccn2c(=O)nc(SCC(=O)N3CCCCC3)nc2c1	6	0	-1	1	11	-5	4	2	-3	-1
COC(=O)C1=CN(Cc2ccc(OC)c(OC)c2)C=C(C(=O)OC)C1c1cccc(F)c1	0	-26	-5	-13	-5	4	-1	0	-19	2
C/C(=N\Nc1nccnc1Cl)c1c(F)c(F)c(F)c(F)c1F	-3	3	0	3	-3	0	-5	2	8	2
CCNc1nc2c(c(=O)[nH]c(=O)n2C)n1CC(C)C	1	0	-3	3	4	-1	10	-2	-1	5
CC1(/[N+]([O-])=C/c2cccc(Cl)c2)CCCCC1=O (centres undefined)	-2	-4	2	2	-8	1	0	-2	3	-4
COc1ccc(C(C#N)CC(=O)c2ccc(OCc3ccccc3)c(OC)c2)cc1OC (centres undefined)	9	-1	1	-6	-9	3	-10	5	-20	1
Cc1ccc(C)c(NC(=O)c2cc(S(=O)(=O)N3CCOCC3)cn2C)c1	3	2	2	-7	4	2	-11	-5	4	-6
Cc1ccc(-c2csc3nc4c5ccccc5c(NCCCN(C)C)nn4c(=O)c23)cc1	14	9	3	13	-10	-17	-1	0	-40	-3
CC(C)c1ccc(NC(=O)CSc2nnc(CN3CCOCC3)n2C)cc1	-2	7	2	0	-1	1	-3	2	2	3
O=C(Nc1ccc(C(O)c2ccccc2)cc1)[C@@H]1O[C@H](CO)[C@H](O)[C@H](O)[C@H]1O (some centres undefined)	3	2	-7	-5	0	2	-8	-3	nt	4
CC(=O)Nc1ccc(/C=N/NC(=O)CCN2CCN(c3ccccc3)CC2)cc1	-4	0	-1	2	-3	0	-1	0	0	-6
O=C(CSc1ccc(Cl)cc1)NCc1ccncc1	-5	-2	-2	-4	-1	0	6	-1	6	8
O=C(NC(c1ccc2ccccc2n1)c1cccs1)C1CCN(Cc2cccc(C(F)(F)F)c2)CC1 (centres undefined)	7	-2	-2	0	-2	2	-5	7	nt	-4
CCn1nnc2c(=O)oc3ccccc3c21	2	6	2	-2	-9	-1	-2	0	-4	2
CCOc1ccccc1N1CCN(C(=O)c2ccccc2OCc2c(C)noc2C)CC1	1	-5	10	-6	-3	2	-4	4	-3	-1
CCN(CC)S(=O)(=O)c1ccc2c3c(cccc13)C(=O)S2	0	-4	-2	3	-3	-1	5	1	-15	-4

13 entries from above, in markdown:
| compound | rCAG binder | GC-A act | MBD2 DNA inh | mABHD4 FP | SIAE inh | UHRF1 binding | TCR CD3 inh | PRMT1 inh | HTRA1 inhibitor | GC-B act |
| --- | --- | --- | --- | --- | --- | --- | --- | --- | --- | --- |
| O=C1c2cccc3c(O)ccc(c23)C(=O)N1Cc1ccco1 | -77 | 0 | -22 | 49* | 20* | -41 | 41* | 158* | 44* | -8 |
| O=C(NC1CC1)C1=C[C@H](c2ccc(C(F)(F)F)cc2)C[C@H](OCCCCO)O1 | -8 | 2 | 2 | -1 | 4 | -2 | -1 | -6 | -3 | -5 |
| Cc1ccn2c(=O)nc(SCC(=O)N3CCCCC3)nc2c1 | 6 | 0 | -1 | 1 | 11 | -5 | 4 | 2 | -3 | -1 |
| COC(=O)C1=CN(Cc2ccc(OC)c(OC)c2)C=C(C(=O)OC)C1c1cccc(F)c1 | 0 | -26 | -5 | -13 | -5 | 4 | -1 | 0 | -19 | 2 |
| C/C(=N\Nc1nccnc1Cl)c1c(F)c(F)c(F)c(F)c1F | -3 | 3 | 0 | 3 | -3 | 0 | -5 | 2 | 8 | 2 |
| CCNc1nc2c(c(=O)[nH]c(=O)n2C)n1CC(C)C | 1 | 0 | -3 | 3 | 4 | -1 | 10 | -2 | -1 | 5 |
| CC1(/[N+]([O-])=C/c2cccc(Cl)c2)CCCCC1=O (centres undefined) | -2 | -4 | 2 | 2 | -8 | 1 | 0 | -2 | 3 | -4 |
| COc1ccc(C(C#N)CC(=O)c2ccc(OCc3ccccc3)c(OC)c2)cc1OC (centres undefined) | 9 | -1 | 1 | -6 | -9 | 3 | -10 | 5 | -20 | 1 |
| Cc1ccc(C)c(NC(=O)c2cc(S(=O)(=O)N3CCOCC3)cn2C)c1 | 3 | 2 | 2 | -7 | 4 | 2 | -11 | -5 | 4 | -6 |
| Cc1ccc(-c2csc3nc4c5ccccc5c(NCCCN(C)C)nn4c(=O)c23)cc1 | 14 | 9 | 3 | 13 | -10 | -17 | -1 | 0 | -40 | -3 |
| CC(C)c1ccc(NC(=O)CSc2nnc(CN3CCOCC3)n2C)cc1 | -2 | 7 | 2 | 0 | -1 | 1 | -3 | 2 | 2 | 3 |
| O=C(Nc1ccc(C(O)c2ccccc2)cc1)[C@@H]1O[C@H](CO)[C@H](O)[C@H](O)[C@H]1O (some centres undefined) | 3 | 2 | -7 | -5 | 0 | 2 | -8 | -3 | nt | 4 |
| CC(=O)Nc1ccc(/C=N/NC(=O)CCN2CCN(c3ccccc3)CC2)cc1 | -4 | 0 | -1 | 2 | -3 | 0 | -1 | 0 | 0 | -6 |

(cont.)
SMILES	rCAG binder	GC-A act	MBD2 DNA inh	mABHD4 FP	SIAE inh	UHRF1 binding	TCR CD3 inh	PRMT1 inh	HTRA1 inhibitor	GC-B act
Clc1ccc(-n2c(SCc3cccc4ccccc34)nnc2-c2ccccc2)cc1	6	-17	-2	-3	-12	1	nt	6	nt	-17
O=C(NCc1cccnc1)c1cccc(S(=O)(=O)Nc2ccc(F)cc2)c1	-2	-2	-1	-3	1	-1	6	2	-4	4
CC1(CC(=O)NNC(=O)Nc2ccccc2)OCCCO1	2	-1	-5	5	0	-5	9	-3	-2	2
COc1ccc(NC(=O)CCNS(=O)(=O)c2ccc3c(c2)c(=O)n(C)c(=O)n3C)c(OC)c1	2	-7	6	2	11	2	-2	-3	4	-7
O=S(=O)(c1cccc(-c2nnco2)c1)N1CCCC1	0	-2	2	7	-7	0	1	-1	0	4
COc1ccc(C2CC(c3cccc(OC)c3)=NN2c2ccc(S(N)(=O)=O)cc2)cc1 (centres undefined)	11	6	0	-16	7	-1	2	7	nt	-2
CCCc1nnc(NC(=O)CCC(=O)N2CCN(S(=O)(=O)c3ccc(C)cc3)CC2)s1	-2	0	-7	0	2	-2	3	-1	9	0
COc1ccc(S(=O)(=O)N[C@@H]2C=C[C@@H](CC(=O)N3CCc4ccccc4C3)O[C@@H]2CO)cc1	3	0	-8	4	1	-6	5	0	nt	4
COc1ccc2cc3cc(C(=O)Nc4ccc(F)cc4)sc3nc2c1	nt	-7	29*	-9	-7	8	nt	10	nt	-6
CN(C)S(=O)(=O)c1ccc(Cl)c(NC(=O)COC(=O)CCC2CCCCC2)c1	1	0	-6	-1	-8	2	-10	-2	-18	4
COC(=O)c1ccc(S(=O)(=O)N2CCC(O)CC2)n1C	-2	1	-4	5	3	0	7	0	4	4
Nc1ccc(CCS(N)(=O)=O)cc1	2	2	-2	5	1	0	2	-1	5	1
C=CCOc1ccccc1CNc1cccc(F)c1	3	2	-3	-8	8	0	4	-2	-2	-1
CCOC(=O)/C(C#N)=C\C1=C(N2CCOCC2)CC(C)(C)OC1	0	-6	-2	0	4	3	-2	0	1	3
Cc1cccc(C)c1NC(=O)CN(C)C(=O)c1ccc(COc2ccccc2)cc1	2	-1	4	-2	8	1	-6	3	-8	-1
Cn1c(SCC(=O)NC2CCCCC2)nnc1-c1ccncc1	0	3	3	10	1	0	-5	-1	5	2
S=c1[nH]nc(-c2ccco2)n1/N=C/c1c(Cl)cccc1Cl	5	2	-2	-2	-4	2	-4	0	7	0
O=C(CCN1C(=O)/C(=C/c2ccccc2Cl)SC1=S)NN1CCOCC1	2	0	-2	-10	-7	5	6	3	1	-1
CCOc1ccc(C(=O)Cc2ccc3oc(C(=O)O)cc3c2)c(O)c1	8	1	-9	-31	6	1	-1	0	-4	1
O=C(O)c1cccc2c1/C(=N/O)c1ccccc1-2	2	-3	-2	-6	9	-7	0	-1	12	1
Cc1ccc(C(=O)NCC(=O)OCC(=O)c2ccc(Cl)s2)cc1	1	5	-1	5	-1	-1	5	-1	4	-1
COc1ccccc1NC(=O)Nc1nc(CC(=O)Nc2ccc(F)c(F)c2)cs1	18	3	-3	-6	-11	2	-6	4	-51	-1
O=C(Nc1c(F)cc(F)cc1Br)c1cc(S(=O)(=O)N2CCN(c3ccccn3)CC2)ccc1F	2	-3	-1	-4	3	17	0	0	-20	0
O=C(NN=C1CCN(Cc2ccccc2)CC1)c1cccc(S(=O)(=O)Nc2ccccc2Cl)c1	21	1	0	0	2	-4	3	1	11	1
OC1(c2ccccc2)c2ccccc2-c2ncccc21 (centres undefined)	-2	-1	-2	-1	2	-3	6	-4	-12	5
COc1ccc(C2CC(=O)N3CN(c4ccc(C)c(Cl)c4)CSC3=C2C#N)cc1OC (centres undefined)	21	-4	0	9	-11	-2	-6	41*	-5	0
O=C(CNC(=O)c1cccc(S(=O)(=O)N2CCc3ccccc32)c1)Nc1ccccc1Br	6	-2	5	2	-18	0	8	1	-20	-2
COCc1cnc(C)nc1N	-3	0	-1	7	-5	-2	6	0	12	1

Assay outcomes deposited in PubChem by several laboratories.
